E-selectin induc – E-selectin induction in HUVECs, primary screen, imaging, HUVEC, immunofluorescence imaging, single point; P16581; normalized: neutral wells 0, TNF-alpha wells 100; activation, % at 7.58 µM; 0.37% of 260,000 active; AID 686992, 2013;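 active means mean E-selectin-positive cell signal at least 10% of the positive control, reached in at least 60% of replicates, without over 20% cell loss; inconclusive means no rule given, readout overlaps actives, possibly toxicity-flagged; inactive means the rest, including those meeting only one limit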;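 further: in these data hits start at about 27%; measured in HUVEC primary endothelial cells; signal is the percent of cells scored E-selectin positive by PE staining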
Target sequence (P16581 whole entry, looked up): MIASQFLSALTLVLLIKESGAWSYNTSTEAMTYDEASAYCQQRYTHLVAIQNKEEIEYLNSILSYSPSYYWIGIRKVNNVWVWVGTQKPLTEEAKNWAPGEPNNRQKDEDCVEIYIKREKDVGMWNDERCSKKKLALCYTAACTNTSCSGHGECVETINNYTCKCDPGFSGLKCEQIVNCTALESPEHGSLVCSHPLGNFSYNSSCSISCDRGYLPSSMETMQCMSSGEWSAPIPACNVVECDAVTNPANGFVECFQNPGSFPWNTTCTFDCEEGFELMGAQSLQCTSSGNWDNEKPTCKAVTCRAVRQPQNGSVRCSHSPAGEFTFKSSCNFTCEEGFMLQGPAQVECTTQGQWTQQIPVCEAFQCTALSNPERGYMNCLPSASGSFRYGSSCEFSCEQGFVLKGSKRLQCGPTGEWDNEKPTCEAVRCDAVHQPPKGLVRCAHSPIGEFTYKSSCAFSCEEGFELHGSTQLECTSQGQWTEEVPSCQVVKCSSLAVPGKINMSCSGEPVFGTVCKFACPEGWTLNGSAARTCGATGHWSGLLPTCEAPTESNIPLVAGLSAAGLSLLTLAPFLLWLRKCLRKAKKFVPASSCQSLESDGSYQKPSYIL
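Read-out: % PE-positive cells | Test system: HUVEC | Doses: One compound dose added by pin transfer | Buffer or medium: EGM-2 over gelatin coat | Signal: Immunofluorescence imaging | Benchmarks: TNF-alpha, DMSO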
PGC1a acetyl inh – inhibitors of PGC1a acetylation signal, primary screen, cell-based, U2OS, AlphaScreen, inhibitor mode; AlphaScreen anti-acetyl-lysine; with virally co-expressed GCN5 acetyltransferase; inhibition, % at 15.6 µM; 0.17% of 350,000 active;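 active means every replicate shows inhibition of at least 40%; inconclusive means mean inhibition at least 40% but some replicate below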;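 further: 0% = neutral control wells and 100% = positive control wells; some results beyond the cut were filed as inactive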
Numbers without * were called inactive; ? = inconclusive; & = joins results of further samples. Only part of the results is shown; count on the stated rates, not on these rows.

Compound,E-selectin induc,PGC1a acetyl inh
COCC(=O)N1CC2(C1)CN(Cc1cccc(OC)c1)[C@H](CO)c1[nH]c3cc(OC)ccc3c12,-0.1,3
CO[C@H]1CN(C)C(=O)c2cc(NC(=O)C3CCC3)ccc2OC[C@@H](C)N(Cc2ccccn2)C[C@H]1C,0.0,-5
CCCNC(=O)N1CC2(CN(C(=O)C3CCC3)C2)c2c([nH]c3cc(OC)ccc23)[C@@H]1CO,-0.2,-5
COc1ccc2c3c([nH]c2c1)[C@H](CO)N(C(=O)c1ccc(F)cc1)CC31CN(C)C1,-0.4,2
COc1ccc(CCNC(=O)c2ccccc2N(C)S(=O)(=O)c2ccccc2)cc1,0.7,-3
COc1ccc2c3c(n(C)c2c1)[C@H](CO)N(C)CC31CN(S(C)(=O)=O)C1,-0.2,-11
C/C=C/c1ccc(C2[C@@H]3CN(C(=O)Nc4ccccc4F)C[C@H]2N3)cc1 (stereo partly drawn),0.1&0.0,7&11
O=C(CCSCCC(=O)NCc1ccc(F)cc1)NCc1ccc(F)cc1,0.1,3
O=C(CCN1CCCCC1)NCC[C@H]1CC[C@H](NS(=O)(=O)c2cccc(Cl)c2)[C@@H](CO)O1,-0.2,4
CN(C)CC(=O)N1C[C@@H]2N[C@H](C1)C2c1ccc(-c2ccccc2F)cc1 (stereo partly drawn),0.1&0.0,-3&-3
C[C@@H]1CCCCO[C@@H](CN(C)CC2CC2)[C@H](C)CN([C@@H](C)CO)C(=O)c2cc(NC(=O)c3ccccc3)ccc2O1,0.2,-3
COc1ccc2c3c(n(C)c2c1)[C@H](CO)NCC31CN(C(C)=O)C1,0.1,3
COc1ccc2c3c([nH]c2c1)[C@H](CO)N(C(=O)Nc1ccccc1F)CC31CN(C(=O)C2CC2)C1,0.2,-9
COc1ccc([N+](=O)[O-])cc1NC(=O)CSCc1ccccc1C,0.1,0
C/C=C/c1ccc(C2[C@@H]3CN(C(=O)NC4CCCCC4)C[C@H]2N3)cc1 (stereo partly drawn),0.1&0.1,1&4
CCOc1ccc(NC(=O)CCSc2ccc(C)cc2)cc1,-0.2,-8
CCS(=O)(=O)N1CC2(CN(Cc3cccnc3)[C@@H](CO)c3c2c2ccc(OC)cc2n3C)C1,-0.3,-2
COc1cccc(CN2[C@@H]3CNC[C@H]2C3c2ccc(/C=C/c3ccccc3)cc2)c1 (stereo partly drawn),0.2,3
COc1ccc2c3c([nH]c2c1)[C@H](CO)N(C(=O)CN1CCOCC1)CC31CCN(C(C)=O)CC1,-0.2,-5
CCC(=O)N1C[C@H](C)[C@H](OC)CN(C)C(=O)c2ccc(NC(=O)c3ccccc3)cc2OC[C@H]1C,0.1,17
COc1ccc(NC(=S)N2CCC(N(C)CC3CCCO3)CC2)cc1Cl (stereo not drawn),-0.4,2
COc1ccc2c3c([nH]c2c1)[C@@H](CO)N(C(=O)NC(C)C)CC31CCN(C(=O)NC2CCCC2)CC1,2.2,0
COc1ccc(NC(=O)c2cc3c(s2)CCC(C)C3)cc1S(=O)(=O)N1CCOCC1 (stereo not drawn),-0.1,2
COc1ccc2c3c(n(C)c2c1)[C@H](CO)N(C(=O)CN1CCOCC1)CC31CN(C(=O)C2CC2)C1,-0.2,6
CO[C@H]1CN(C)C(=O)c2ccc(NC(=O)c3ccc(F)cc3)cc2OC[C@H](C)N(C(C)=O)C[C@H]1C,-0.1,-5
O=C(NC(=S)Nc1ccccc1N1CCOCC1)c1ccc([N+](=O)[O-])cc1,0.1,-5
COc1ccc2c3c([nH]c2c1)[C@@H](CO)N(C(=O)CN(C)C)CC31CCN(CC2CCCCC2)CC1,-0.3,-18
COc1ccc2c3c([nH]c2c1)[C@@H](CO)N(Cc1ccc(F)cc1)CC31CN(C)C1,-0.2,18
COc1ccc2c3c([nH]c2c1)[C@H](CO)N(C(=O)C1CCCC1)CC31CN(Cc2cccc(F)c2)C1,-0.6,6
COc1ccccc1CN1C[C@@H]2N[C@H](C1)C2c1ccc(-c2cccc(C#N)c2)cc1 (stereo partly drawn),-0.2&0.0,-28&-27
C/C=C/c1ccc(C2[C@@H]3CN(Cc4cccc(OC)c4)C[C@H]2N3)cc1 (stereo partly drawn),-0.1,-10
Cc1cccc(-c2ccc([C@@H]3[C@@H]4CN(C(=O)CN(C)C)C[C@H]3N4)cc2)c1,0.2,-21
CCCNC(=O)N1CC2(C1)CN(C(C)=O)[C@H](CO)c1[nH]c3cc(OC)ccc3c12,-0.2,-3
CCCC(=O)Nc1ccc2c(c1)C(=O)N(C)C[C@@H](OC)[C@H](C)CN(CC1CCCC1)[C@@H](C)CO2,-0.3,1
COc1ccc2c3c(n(C)c2c1)[C@H](CO)N(Cc1nccs1)CC31CN(C)C1,-0.4,4
COc1ccc(N(CC(=O)Nc2cccc([N+](=O)[O-])c2C)S(C)(=O)=O)cc1OC,-0.2,2
CCC(=O)N1CC2(C1)CN(Cc1ccccn1)[C@H](CO)c1[nH]c3cc(OC)ccc3c12,0.2,-1
CCC(=O)N1CC2(C1)CN(Cc1cccc(Cl)c1)[C@@H](CO)c1c2c2ccc(OC)cc2n1C,-0.5,11
CCCC(=O)Nc1ccc2c(c1)C(=O)N(C)C[C@H](OC)[C@@H](C)CN(C(=O)CC1CC1)[C@H](C)CO2,-0.2,5
O=C(N[C@H]1CC[C@H](CCn2cc(Cc3ccccc3)nn2)O[C@H]1CO)c1cnccn1,-0.2,-1
CCCNC(=O)N1CC2(CCN(C(=O)COC)CC2)c2c(n(C)c3cc(OC)ccc23)[C@@H]1CO,-0.1,1
CO[C@H]1CN(C)C(=O)c2ccc(NC(=O)c3ccno3)cc2OC[C@H](C)NC[C@H]1C,-0.2,?
CO[C@@H]1CN(C)C(=O)c2cc(NC(C)=O)ccc2OC[C@@H](C)N(Cc2cccc(F)c2)C[C@@H]1C,0.3,-1
CCCNC(=O)N1C[C@@H]2N[C@H](C1)C2c1ccc(-c2cccc(F)c2)cc1 (stereo partly drawn),0.1&0.1,-10&-5
COCC(=O)N1CC2(CN(Cc3ccccc3Cl)C2)c2c([nH]c3cc(OC)ccc23)[C@@H]1CO,-0.2,-2
COc1ccc2c3c([nH]c2c1)[C@H](CO)N(Cc1ccccc1F)CC31CN(C)C1,0.0,8
CO[C@@H]1CN(C)C(=O)c2cc(NS(=O)(=O)c3cn(C)cn3)ccc2OC[C@H](C)N(CCC(F)(F)F)C[C@H]1C,0.0,10
COc1ccc2c3c([nH]c2c1)[C@@H](CO)N(Cc1ccccn1)CC31CN(Cc2cccc(F)c2)C1,0.0,-2
COc1cc(C)c(S(=O)(=O)N2CCN=C2c2ccccc2)cc1C,1.2,1
C[C@@H]1CN([C@@H](C)CO)C(=O)c2ccccc2-c2ccccc2CO[C@@H]1CN(C)Cc1cccc2c1OCCCO2,0.3,5
COCC(=O)N1CC2(CCN(C(=O)CN3CCOCC3)CC2)c2c([nH]c3cc(OC)ccc23)[C@H]1CO,-0.2,1
COc1ccc2c3c(n(C)c2c1)[C@H](CO)N(C(=O)NC(C)C)CC31CCN(C(C)=O)CC1,-0.3,7
COCC(=O)N1CC2(C1)CN(C(=O)c1ccccn1)[C@@H](CO)c1c2c2ccc(OC)cc2n1C,-0.2,2
N#Cc1ccc(-c2ccc([C@@H]3[C@@H]4CN(Cc5cocn5)C[C@H]3N4)cc2)cc1,-0.1,-8
O=S(=O)(c1cccc(F)c1)N1[C@@H]2CNC[C@H]1C2c1ccc(-c2ccccc2F)cc1 (stereo partly drawn),0.0,-5
COCC(=O)N1CCC2(CC1)CN(C(=O)COC)[C@H](CO)c1c2c2ccc(OC)cc2n1C,-0.3,-3
COc1cccc(NC(=O)C[C@H]2CC[C@@H]3[C@H](COc4ccc(NC(=O)C5CCC5)cc4C(=O)N3C)O2)c1,0.2,-9
O=C1CN(S(=O)(=O)c2ccccc2)C[C@@H]2[C@@H](c3ccc(C#Cc4ccccc4)cc3)[C@@H](CO)N12,1.6,-39
O=C(O)C[C@@H]1C=C[C@H](NC(=O)c2ccccc2F)[C@H](CO)O1,-0.1,-5
CN(C)C(=O)c1cccc(-c2ccc(C3[C@H]4CNC[C@@H]3N4Cc3cccnc3)cc2)c1 (stereo partly drawn),-0.2,3

The listing continues:
Compound,E-selectin induc,PGC1a acetyl inh
CCC(=O)N1CC2(CCN(Cc3ccncc3)CC2)c2c(n(C)c3cc(OC)ccc23)[C@@H]1CO,-0.4,-6
O=C(C[C@H]1C=C[C@@H](NC(=O)c2ccccn2)[C@H](CO)O1)NCc1cc(F)cc(F)c1,0.6,-3
COc1ccc2c3c(n(C)c2c1)[C@@H](CO)N(C(=O)c1cnccn1)CC31CCN(C)CC1,-0.3,2
COc1ccc2c3c(n(C)c2c1)[C@H](CO)N(C(=O)Cc1ccccc1)CC31CCN(C(C)=O)CC1,-0.4,-1
COCC(=O)N1C[C@@H](C)[C@H](OC)CN(C)C(=O)c2ccc(NC(=O)c3ccc(OC)cc3)cc2OC[C@H]1C,-0.2,4
N#Cc1cccc(-c2ccc(C3[C@@H]4CNC[C@H]3N4)cc2)c1 (stereo partly drawn),0.0,11
CCC(=O)N1CC2(C1)CN(Cc1ccc(OC)cc1)[C@H](CO)c1[nH]c3cc(OC)ccc3c12,-0.1,10
CCCN1C[C@H](C)[C@H](OC)CN(C)C(=O)c2cc(NS(=O)(=O)c3ccccc3)ccc2OC[C@@H]1C,-0.3,1
COc1ccc2c3c([nH]c2c1)[C@H](CO)N(C(=O)Nc1ccc(F)cc1)CC31CN(S(C)(=O)=O)C1,0.1,-20
COc1ccccc1-c1ccc(C2[C@@H]3CN(Cc4nccs4)C[C@H]2N3)cc1 (stereo partly drawn),0.2,-49
O=C(C1CCOCC1)N1C[C@@H]2N[C@H](C1)C2c1ccc(-c2ccncc2)cc1 (stereo partly drawn),0.1&0.1,11&9
O=C(C[C@H]1CC[C@H](NC(=O)CCN2CCCCC2)[C@H](CO)O1)Nc1nccs1,-0.2,-10
COc1cccc(-c2ccc(C3[C@H]4CNC[C@@H]3N4Cc3cccnc3)cc2)c1 (stereo partly drawn),0.9,0
COCC(=O)N1CC2(CCN(Cc3cncnc3)CC2)c2c(n(C)c3cc(OC)ccc23)[C@H]1CO,-0.1,0
COc1cc(CN2[C@@H]3CNC[C@H]2C3c2ccc(-c3ccc(C)cc3)cc2)cc(OC)c1 (stereo partly drawn),0.1,-2
Cc1cccc(S(=O)(=O)N2C[C@@H]3N[C@H](C2)C3c2ccc(-c3cncnc3)cc2)c1 (stereo partly drawn),-0.1&0.0,12&7
COc1ccccc1CN1[C@@H]2CNC[C@H]1C2c1ccc(-c2cccc(C#N)c2)cc1 (stereo partly drawn),0.2&0.0,-10&2
COc1cccc(-c2ccc(C3[C@@H]4CN(S(=O)(=O)c5ccccc5F)C[C@H]3N4)cc2)c1 (stereo partly drawn),0.7,-20
O=S(=O)(Cc1ccccc1)NCC[C@@H]1CC[C@@H](NS(=O)(=O)c2ccc(F)cc2)[C@H](CO)O1,-0.4,0
CCCN(C)C[C@H]1OCc2ccccc2-c2ccccc2C(=O)N([C@@H](C)CO)C[C@H]1C,-0.2,1
CCCNC(=O)N1CC2(CCN(C)CC2)c2c(n(C)c3cc(OC)ccc23)[C@H]1CO,0.3,-3
COc1ccc2c3c(n(C)c2c1)[C@@H](CO)N(C(=O)c1ccccc1)CC31CN(C)C1,0.1,1
COc1ccc2c3c(n(C)c2c1)[C@H](CO)N(Cc1ccc(Cl)cc1)CC31CN(CC2CC2)C1,0.0,-9
COc1ccc2c3c(n(C)c2c1)[C@@H](CO)N(C(=O)c1cccnc1)CC31CN(C)C1,0.3,1
C[C@@H]1CN([C@H](C)CO)C(=O)c2c(c3ccccc3n2C)-c2ccccc2CO[C@H]1CN(C)C(=O)[C@H]1CCCN1C,-3.5,1
Cc1ccccc1-c1ccc(C2[C@H]3CNC[C@@H]2N3Cc2ccc3c(c2)OCO3)cc1 (stereo partly drawn),0.2&0.1,0&-3
COc1ccccc1-c1ccc(C2[C@@H]3CN(C(=O)c4ccncc4)C[C@H]2N3)cc1 (stereo partly drawn),0.0&0.1,2&-4
COc1ccc2c3c([nH]c2c1)[C@H](CO)N(Cc1ccccc1Cl)CC31CCN(C(C)=O)CC1,-0.5,0
COc1ccc2c3c(n(C)c2c1)[C@H](CO)N(C(=O)Nc1ccccc1F)CC31CCN(C(=O)c2ccccc2)CC1,-0.5,11
CCCNC(=O)N1CC2(C1)CN(C(C)=O)[C@@H](CO)c1[nH]c3cc(OC)ccc3c12,0.1,-3
COc1ccc2c3c([nH]c2c1)[C@@H](CO)N(S(C)(=O)=O)CC31CCN(Cc2nccs2)CC1,0.4,2

Record cards, as listed above. Screens in order: E-selectin induc, PGC1a acetyl inh
`COc1ccccc1-c1ccc(C2[C@@H]3CN(C(=O)c4ccncc4)C[C@H]2N3)cc1` (stereo partly drawn) is listed with 0.0&0.1, 2&-4
`COc1ccc2c3c(n(C)c2c1)[C@@H](CO)N(C(=O)c1cccnc1)CC31CN(C)C1` is listed with 0.3, 1
`CCCNC(=O)N1CC2(CCN(C)CC2)c2c(n(C)c3cc(OC)ccc23)[C@H]1CO` is listed with 0.3, -3
